FLuc modulator: counter-screen for miR-21 project: firefly luciferase inhibitors or activators | P08659 | purified FLuc, Km substrates, luminescence inhibition | Potency, µM (top dose mostly 57.5 µM), without a hit: top-dose activity change, negative = inhibition, actives largely listed as inhibitors | hit rate 6.9% among 360,000 | AID 588342; active = well fitted inhibition curve with a large enough effect; inconclusive = small, poorly fitted or top-dose-only effect;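 also: plate controls were vehicle for no effect and reference inhibitor for full effect; nearly all actives have a fitted effect of over 55% in size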
Target sequence (P08659 whole entry, looked up): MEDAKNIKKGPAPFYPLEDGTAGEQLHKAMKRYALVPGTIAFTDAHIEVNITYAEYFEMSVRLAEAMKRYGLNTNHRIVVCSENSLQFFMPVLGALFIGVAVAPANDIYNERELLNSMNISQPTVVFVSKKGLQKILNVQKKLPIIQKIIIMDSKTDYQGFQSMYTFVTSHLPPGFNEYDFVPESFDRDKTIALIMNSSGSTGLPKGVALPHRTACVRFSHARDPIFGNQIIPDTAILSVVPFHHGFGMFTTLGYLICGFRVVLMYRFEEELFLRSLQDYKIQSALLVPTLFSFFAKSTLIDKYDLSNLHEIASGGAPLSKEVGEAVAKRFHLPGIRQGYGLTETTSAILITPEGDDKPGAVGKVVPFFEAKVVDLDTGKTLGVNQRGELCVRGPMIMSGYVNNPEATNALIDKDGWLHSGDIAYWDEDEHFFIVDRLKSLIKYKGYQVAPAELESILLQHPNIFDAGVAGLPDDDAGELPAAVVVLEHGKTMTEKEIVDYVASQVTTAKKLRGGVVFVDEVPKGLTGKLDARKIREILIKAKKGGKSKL
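Purified P. pyralis luciferase (10nM final) with 10uM D-luciferin and 10uM ATP (Km levels) in 50mM Tris acetate pH 7.5, 10mM Mg acetate, 0.01% Tween-20, 0.05% BSA; qHTS 6-point titration, ~60 µM downward; luminescence read.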
The depositor's hits bear a star; u = inconclusive. Potency is read from the fitted curve at half-maximal effect. An excerpt. The share of hits here may be higher or lower than overall.

SMILES | FLuc modulator
CCOc1ccccc1CNC(=O)c1cnc2sc(N(CC)CC)nn2c1=O | -16%
Cc1ccc(NC(=O)C2CCN(c3nc4ccccc4nc3C(F)(F)F)CC2)cc1F | 7%
COc1cccc(CNC(=O)c2ccc3c(c2)N(C)C(=O)C2CCCCN32)c1 (centres undefined) | -8%
Cc1cc(=O)oc2c3c(ccc12)OCN(Cc1ccc(Cl)cc1)C3 | 3%
Cc1ccccc1CSc1cn(CCNC(=O)c2cccs2)c2ccccc12 | -11%
CCOc1ccc2nc(Cl)c(C3CC(c4ccc(C)cc4)=NN3C(=O)CCC(=O)O)cc2c1 (centres undefined) | -16%
Cc1ccc(NC(=O)C2CCN(S(=O)(=O)c3cccc4nsnc34)CC2)cc1 | -8%
Cc1ccc(-n2ncc(C(=O)NCCc3ccsc3)c2C2CCN(C(=O)OC(C)(C)C)CC2)cc1C | 0%
COc1cccc(CSc2nc3ccccc3c3nc(CCn4c(C)nc5ccccc54)nn23)c1 | 0%
Cc1noc(NS(=O)(=O)c2ccc(NC(=O)c3ccc(Br)cc3)cc2)c1C | 21µM*
Cc1ccc(CNC(=O)CN2C(=O)CC(c3ccc(C)c(C)c3)=Nc3ccccc32)cc1 | u
O=C(CSc1nnc(-c2cccs2)o1)Oc1ccc(Cl)cc1 | -12%
CC(C)Cn1cc(NC(=O)N2CCN(c3cccc(C(F)(F)F)c3)CC2)c2ccccc2c1=O | 3%
CCN1C(=O)c2ccccc2S(=O)(=O)c2ccc(C(=O)NCc3ccc(C)cc3)cc21 | -5%
CCOc1ccccc1NC(=O)CN1C=NS(=O)(=O)c2ccccc21 | -3%
COc1ccccc1N(CC(=O)Nc1ccc2c(c1)OCO2)S(=O)(=O)c1ccc(C)cc1 | -19%
CCc1nn(CC(=O)Nc2cccc(C(C)=O)c2)c(=O)c2cc3sccc3n12 | u
Cc1cccc(NS(=O)(=O)c2ccc(Cl)c(C(=O)Nc3ccccc3C)c2)c1 | u
CSc1ncc2c(n1)-c1ccccc1N(Cc1ccc(Cl)cc1)S2(=O)=O | 0%
CCOC(=O)c1noc2nc(C)n(CC(=O)Nc3ccc(Br)cc3C)c(=O)c12 | -6%
CCOC(=O)C1CCN(C(=O)CN2c3ccc(CC)cc3-c3ccccc3S2(=O)=O)CC1 | -14%
COc1ccc(Cl)cc1Nc1ccc2cc(S(=O)(=O)N3CCCCC3)ccc2n1 | 6%
Cc1ccc(NC(=O)Cn2nc(-c3ccccc3)nc(Cc3ccccc3)c2=O)cc1 | 2%
COc1ccc(Br)cc1CNC(=O)CCSCc1ccc(C)cc1 | -17%
CC(C)NC(=O)CSc1nc2ccccc2c(=O)n1Cc1ccc(C(=O)NC(C)C)cc1 | -1%
CCOC(=O)c1cccc(NC(=O)NC2COc3ccccc3C2)c1 (centres undefined) | -1%
Cc1ccc(CN2CCSc3ccc(C(=O)N4CCN(c5ccc(Cl)cc5)CC4)cc32)cc1 | 1%
COc1ccc(NC(=O)CSc2ccc3nc(-c4ccccc4)cn3n2)c(OC)c1 | u
CCOc1ccc(CNC(=O)C2Cc3ccccc3N2C(=O)CC)cc1 (centres undefined) | 6%
Cc1nn(C)c2c1c(-c1ccccc1)cc(=O)n2C(C)C(=O)NCCc1ccc(Cl)cc1 (centres undefined) | -13%
CCOC(=O)c1ccc(OC(=O)c2cn(-c3cccc(OC)c3)c(=O)c3ccccc23)cc1 | 0%
O=S(=O)(Nc1ccc(-c2ccc(N3CCCCCC3)nn2)cc1)c1ccc(C(F)(F)F)cc1 | u
Cc1cccc(N2CCN(C(=O)c3ccc4c(c3)N(Cc3cccc(Cl)c3)C(=O)c3ccccc3S4=O)CC2C)c1 (centres undefined) | 0%
CC(C)Nc1cc(N2CCN(C3CCCCC3)CC2)c2noc3c2c1C(=O)c1ccccc1-3 | -5%
Cc1cc(C)c(OCCOCCn2c(-c3ccc(Cl)cc3)nc3ccccc3c2=O)c(C)c1 | -3%
Cc1ccc(NS(=O)(=O)c2ccc3c(c2)CCCN3C(=O)C2CCC2)c(C)c1 | -19%
CCC(CC)C(=O)Nc1nnc2n1CCS2 | 1%
Cc1cc(C)cc(NC(=O)Cc2c(C(=O)O)c(C)cn2C)c1 | u
COc1ccccc1-c1nc2cc(NC(=O)c3ccccc3Cl)ccc2o1 | 5.4µM*
Cc1cccc(C(=O)N2c3ncnn3C3(CCCCC3)[C@@H]3CCCC[C@@H]32)c1 | -9%

Molecules shown so far with a COOH group (2):
SMILES | FLuc modulator
CCOc1ccc2nc(Cl)c(C3CC(c4ccc(C)cc4)=NN3C(=O)CCC(=O)O)cc2c1 (centres undefined) | -16%
Cc1cc(C)cc(NC(=O)Cc2c(C(=O)O)c(C)cn2C)c1 | u

By substructure: the entries above containing two or more sulfur atoms
SMILES | FLuc modulator
Cc1ccccc1CSc1cn(CCNC(=O)c2cccs2)c2ccccc12 | -11%
Cc1ccc(NC(=O)C2CCN(S(=O)(=O)c3cccc4nsnc34)CC2)cc1 | -8%
O=C(CSc1nnc(-c2cccs2)o1)Oc1ccc(Cl)cc1 | -12%
CSc1ncc2c(n1)-c1ccccc1N(Cc1ccc(Cl)cc1)S2(=O)=O | 0%

(list continues)
SMILES | FLuc modulator
COc1cccc(-c2ccnc3c(-c4ccc(F)cc4)c(C)nn23)c1 | 8.5µM*
Cc1cccc(NC(=O)c2ccc3nc(CCc4ccccc4)oc3c2)c1C | u
COc1cccc(C(=O)CC2(O)C(=O)N(Cc3ccccc3)c3ccccc32)c1 (centres undefined) | -9%
COc1ccc(-c2cc(C(=O)NCc3cc(OC)c(OC)c(OC)c3)[nH]n2)cc1 | u
O=c1c2ccccc2n(Cc2cccc(Cl)c2)c(=O)n1Cc1ccccc1 | -8%
Cc1ccc(-n2ncc3c(Nc4ccccc4C)ncnc32)cc1 | 3.4µM*
Cc1ccccc1NC(=O)CSc1nccn1C | 3%
Cc1nn(C(=O)c2ccc(Cl)cc2)c(C)c1S(=O)(=O)N1CCCCCC1 | u
CC(C)CCN1C(=O)c2ccccc2CC1(C)C(=O)NC1CCC(C)CC1 (centres undefined) | -1%
CC(C)OCCCNC(=O)c1nn(C)c2c1CSc1ccccc1-2 | -3%
Cc1cccc(NC(=O)c2ccc(N(Cc3ccccc3)S(C)(=O)=O)cc2)c1 | -12%
Cc1ccc(-n2nc(C)c(C(=O)NCCCN3CCN(c4cccc(Cl)c4)CC3)c2-n2cccc2)cc1 | 1%
COc1ccc(-c2noc(CSc3nnc(-c4ccc(Cl)cc4)n3C)n2)cc1OC | -3%
CN(Cc1ccccc1)S(=O)(=O)c1ccc(NC(=O)c2cc(=O)c3ccccc3o2)cc1 | 4%
O=C(Cn1cc(SCc2cccc(F)c2)c2ccccc21)N1CCCC1 | u
CCOc1ccccc1NC(=O)Cn1c(=O)n(CCCC(=O)NCCc2ccc(C)cc2)c(=O)c2ccccc21 | -2%
Cc1ccc(NC(=O)C(=O)NCCc2csc3nc(-c4ccccc4C)nn23)cc1Cl | -5%
COc1ccc(N2CC(NC(=O)COc3ccccc3F)CC2=O)cc1OC (centres undefined) | 1%
COc1ccc(CNC(=O)c2cc3c(=O)n(Cc4cccs4)ccc3nc2C)cc1 | -9%
COc1ccccc1CNC(=O)Cn1c(=O)nc(-c2ccccc2)c2ccccc21 | 3%
Cc1ccccc1C(=O)OCc1cc(=O)n2nc(C(C)C)sc2n1 | 17µM*
Cn1c(=O)n(C)c2cc(NS(=O)(=O)c3ccc(F)cc3)c(NCc3ccccc3)cc21 | 17µM*
COc1ccc(C)cc1NC(=O)c1nnn(-c2c(C)cccc2C)c1C | 0%
CC1CCN(S(=O)(=O)c2ccc3c(c2)N(CC(=O)NCc2ccccc2)C(=O)CO3)CC1 | -4%
CCc1cccc(C)c1NS(=O)(=O)c1c(C(=O)N2CCCCCC2)c(C)n(C)c1C | 3%
CCOc1ccccc1NC(=O)C(NS(=O)(=O)c1ccc2c(c1)CCC(=O)N2)c1ccccc1 (centres undefined) | -1%
Cc1ccc(Cl)cc1-n1c(CCC(=O)O)ccc1-c1cccs1 | u
Cc1ccc2c(=O)cc(C(=O)Nc3ccc(S(=O)(=O)N4CCCCC4)cc3)oc2c1C | -2%
COc1cccc(C2=NN(S(C)(=O)=O)C(c3cn(-c4ccccc4)nc3-c3cccs3)C2)c1 (centres undefined) | u
O=C(NCc1ccc2c(c1)OCO2)c1ccc2c(c1)N(Cc1ccccc1F)C(=O)c1ccccc1S2=O (centres undefined) | 3%
Cc1ccc(C)c(OCCn2c(C3CC(=O)N(Cc4ccc(F)cc4)C3)nc3ccccc32)c1 (centres undefined) | -7%
Cc1ccccc1Cn1cc(S(=O)(=O)c2ccc(Cl)cc2)c(=O)c2cc3c(cc21)OCO3 | 0%
Cn1cc(S(=O)(=O)N2CCCCCC2)cc1C(=O)N1CCN(c2cccc(Cl)c2)CC1 | u
COc1cc2ccccc2cc1C(=O)Nc1ccc2oc(-c3ccc(F)cc3Cl)nc2c1 | -13%
CCOc1ccccc1CNC(=O)c1cc(-c2ccc(Cl)s2)nc2ccccc12 | -9%
Cc1cccc(NC(=O)CSc2nc3ccccc3c3nc(CCn4cncc4C)nn23)c1 | -2%
COCCNC(=O)C1CCN(Cc2cc3ccccc3n2Cc2ccc(C)cc2)CC1 | -3%
O=C(NCCC1=CCCCC1)c1ccc2c(c1)sc1nc(-c3ccc(F)cc3)cn12 | -1%
CCOC(=O)c1cc(-c2ccc(OC)cc2)n(CCC(=O)NCCc2ccccc2)c1C | -5%
CCCn1cc(S(=O)(=O)c2cccc(Cl)c2)c(=O)c2cc(F)c(N3CCOCC3)cc21 | -1%
CCOc1ccc(CCNC(=O)CCc2cn(Cc3ccc(F)cc3)c3ccccc23)cc1 | -7%
CC(=O)c1ccc(NS(=O)(=O)c2cccc(S(=O)(=O)c3ccc(Cl)cc3)c2)cc1 | u
Cc1cccc(Cn2c(=O)n(Cc3ccc(C(=O)NC4CCN(Cc5ccccc5)CC4)cc3)c(=O)c3ccccc32)c1 | 2%
CCOC(=O)c1c(C)oc2nc(C)nc(N3CCN(c4ccc(C(C)=O)cc4)CC3)c12 | 1%
Cc1ccc(N(CC(=O)Nc2cc(C)ccc2C)S(=O)(=O)c2c(C)noc2C)cc1 | 5%
COCCNC(=O)Cn1cc(S(=O)(=O)Cc2ccccc2Cl)c2ccccc21 | -2%
CC(=O)N1CCc2c(sc3nc(SCC(C)C)n(-c4ccc(C)c(Cl)c4)c(=O)c23)C1 | -3%
CCSc1ncc(Cl)c(C(=O)Nc2ccc(S(=O)(=O)N3CCCCC3)cc2)n1 | -1%
Cc1ccccc1Cn1c(SCc2ccc(C(=O)NC(C)c3ccccc3)cc2)nc2ccncc21 (centres undefined) | -10%
COc1cc(Cl)c(C)cc1NC(=O)Cn1c(C)c2cnn(-c3ccccc3)c(=O)c2c1C | -9%

An excerpt of these results, comma-delimited:
Structure,FLuc modulator
CCOc1ccc(CCNC(=O)CCc2cn(Cc3ccc(F)cc3)c3ccccc23)cc1,-7%
CC(=O)c1ccc(NS(=O)(=O)c2cccc(S(=O)(=O)c3ccc(Cl)cc3)c2)cc1,u
Cc1cccc(Cn2c(=O)n(Cc3ccc(C(=O)NC4CCN(Cc5ccccc5)CC4)cc3)c(=O)c3ccccc32)c1,2%
CCOC(=O)c1c(C)oc2nc(C)nc(N3CCN(c4ccc(C(C)=O)cc4)CC3)c12,1%
Cc1ccc(N(CC(=O)Nc2cc(C)ccc2C)S(=O)(=O)c2c(C)noc2C)cc1,5%

Next results:
SMILES | FLuc modulator
CCOc1ccc(Nc2nc3cc(Cl)c(Cl)cc3nc2-n2nc(C)cc2C)cc1 | 0%
O=C(COc1ccc(Br)cc1Br)Nc1ccc(S(=O)(=O)Nc2ncccn2)cc1 | u
COc1ccc(OC)c(Nc2cc(C(=O)NCc3ccccc3)c3ccccc3n2)c1 | -8%
CCC1CCCCN1S(=O)(=O)c1ccc(N2CCCCS2(=O)=O)cc1 (centres undefined) | 1%
CCCOc1ccc(Cn2c(=O)sc3ccccc32)cc1 | -14%
Cc1c(C(=O)N2CCC(C)CC2)c(S(=O)(=O)N(Cc2ccccc2)C(C)(C)C)c(C)n1C | 4%
CC1=C(C(=O)N2CCN(c3ccc(Cl)cc3)CC2)C2(CCC(C)CC2)OC1=O (centres undefined) | -2%
COc1cccc(C(=O)NC(=O)Nc2ccc(-c3cc(C(F)(F)F)nn3-c3ccccc3)cc2)c1 | -3%
O=C(NC1CC(=O)N(c2ccc(Cl)cc2)C1)C(=O)c1c[nH]c2ccccc12 (centres undefined) | 3%
O=C(Cn1c(SCCOc2ccc(Cl)cc2)nc2ccccc21)N1CCCCC1 | -2%
Cc1ccccc1-c1cc2nccc(-c3cc(Cl)ccc3O)n2n1 | -2%
CC(C)c1ccc(S(=O)(=O)N2CCC(n3c(C(F)(F)F)nc4cccnc43)CC2)cc1 | -6%
CCOc1ccccc1NS(=O)(=O)c1ccc2c(c1)oc(=O)n2C | 3%
COc1ccc(CCNC(=O)c2cc3c(-c4ccccc4F)nn(C)c3s2)c(OC)c1 | -4%
Cc1ccc2nc(Cl)c3cc(C(=O)NCCCN4CCC(C)CC4)sc3c2c1 | 3%
NC(=O)C1CCN(C(=O)c2cccc(NC(=O)c3nsc4ccccc34)c2)CC1 | 12µM*
Cc1cc(C)n2c(Nc3ccccc3)c(-c3ccccc3)nc2n1 | -10%
CCc1ccc(NC(=O)CSc2cn(CC(=O)N3CCCC3)c3ccccc23)cc1 | -20%
COc1ccc(NC(=O)C2CCN(S(=O)(=O)c3c(C)noc3/C=C/c3cccs3)CC2)cc1 | -1%
